From PubChem
DAX1 inh-1: DAX1 (NR0B1) inhibitors on StAR promoter, primary screen, cell-based, luminescence, SF-1 (NR5A1), full-length DAX-1; inhibition, % at 6.8 µM; AID 652010, 2013; 1.1% of 370,000 active; HEK293T StAR-luciferase reporter, SF-1/DAX-1 repression relief;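 active = inhibition above the mean over all tested compounds plus 3 SD, cut at about 3.6% in these data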;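 note: 0% = DAX-1 cells with DMSO and 100% = cells lacking DAX-1 with DMSO; higher inhibition means more luminescence from relief of DAX-1 repression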
hcDAF-12 act: H. contortus DAF-12 nuclear receptor activators, primary screen, cell-based, luminescence, HEK293, lit1-tk-luc reporter; HEK293 hcDAF-12 lit1-tk-luc reporter; 0% DMSO, 100% Δ7-dafachronic acid; activation, % at 6.8 µM; 1.4% of 370,000 active; AID 652067, 2013;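 active = activation above the mean of all tested compounds plus 3 SD, cut at about 5.5% in these data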;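 note: 100% = response to 3 µM Δ7-dafachronic acid high control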
DAX1 inh-2: DAX1 (NR0B1) inhibitors, primary screen, cell-based, HEK293, Gal4-DAX1, luciferase luminescence; 0.99% of 340,000 active; AID 504766, 2011; Nuclear receptor subfamily 0 group B member 1 (Homo sapiens), P51843; HEK293 Gal4-DAX1 luciferase reporter; inhibition, % at 6.75 µM;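 active = inhibition above the mean over all tested compounds plus 3 SD, cut at about 4.2% in these data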;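 note: 0% = DAX1-transfected cells with DMSO and 100% = empty-vector control cells with DMSO; inhibition shows as a rise in luminescence from relieved DAX1 repression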
Target sequence (P51843 207-470 limits assumed): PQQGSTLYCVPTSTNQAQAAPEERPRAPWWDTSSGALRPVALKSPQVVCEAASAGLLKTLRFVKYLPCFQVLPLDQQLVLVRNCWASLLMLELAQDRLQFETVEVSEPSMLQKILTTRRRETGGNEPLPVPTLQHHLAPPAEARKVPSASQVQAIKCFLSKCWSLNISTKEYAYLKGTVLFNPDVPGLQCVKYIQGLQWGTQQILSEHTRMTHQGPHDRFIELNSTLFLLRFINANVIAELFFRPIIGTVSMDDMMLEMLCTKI
ADAM17 inh: ADAM17 inhibitors, primary screen, biochemical, QFRET; recombinant ADAM17, EDANS/DABCYL FRET peptide cleavage; inhibition, % at 6.95 µM; 0.83% of 370,000 active; AID 720648, 2013;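 active = inhibition above the mean of compounds lying between control limits plus 3 SD, set per campaign, cut at about 8.5% in these data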;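 note: 0% = DMSO-only wells as the low control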
Target sequence (P78536 215-824 limits assumed): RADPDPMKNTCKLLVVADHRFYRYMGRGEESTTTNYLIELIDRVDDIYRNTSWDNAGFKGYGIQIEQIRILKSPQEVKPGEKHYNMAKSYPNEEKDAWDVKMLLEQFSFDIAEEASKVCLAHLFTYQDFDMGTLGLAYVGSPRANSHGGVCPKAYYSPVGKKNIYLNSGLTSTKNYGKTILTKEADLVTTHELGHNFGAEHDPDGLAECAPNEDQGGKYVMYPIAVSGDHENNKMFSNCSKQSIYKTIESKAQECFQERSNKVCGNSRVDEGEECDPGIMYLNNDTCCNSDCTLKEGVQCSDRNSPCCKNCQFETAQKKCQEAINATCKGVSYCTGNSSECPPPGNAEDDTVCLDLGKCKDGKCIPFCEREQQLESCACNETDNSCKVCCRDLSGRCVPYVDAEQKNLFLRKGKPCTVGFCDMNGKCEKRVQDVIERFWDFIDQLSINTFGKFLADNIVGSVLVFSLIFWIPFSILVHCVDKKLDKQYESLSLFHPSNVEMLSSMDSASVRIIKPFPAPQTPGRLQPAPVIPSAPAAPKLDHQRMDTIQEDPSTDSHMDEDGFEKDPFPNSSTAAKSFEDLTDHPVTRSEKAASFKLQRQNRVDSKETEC
sPLA2-III inh: human group III sPLA2 inhibitors, primary screen, biochemical, QFRET, BODIPY PC-A2 liposome substrate; inhibition, % at 12.2 µM; 0.56% of 370,000 active; AID 743126, 2013; QFRET BODIPY PC-A2 liposome hydrolysis, fluorescence; Group 3 secretory phospholipase A2 (Homo sapiens), Q9NZ20;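 active = inhibition above mean plus 3 SD of compounds lying within the high and low control bounds, cut at about 19% in these data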;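 note: 0% = median of test compound wells and 100% = no enzyme DMSO wells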
PLC-gamma1 inh: PLC-gamma1 enzyme inhibitors, primary screen, biochemical, fluorescence, purified enzyme | 0.84% of 370,000 active | fluorogenic substrate | inhibition, % at 12.2 µM; in the data active = inhibition above about 9.5%
ssDAF12 agonist: S. stercoralis DAF-12 nuclear receptor activators, primary screen, cell-based, luminescence, HEK293, GRIP1 co-expression, lit1-tk-luc; Nuclear hormone receptor DAF-12 (Strongyloides stercoralis); HEK293 ssDAF-12/GRIP1 lit1-tk-luc reporter; % of 3 µM dafachronic acid response; activation, % at 6.8 µM; 1% of 370,000 active; AID 652126, 2013;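 active = activation above the mean over all tested compounds plus 3 SD, cut at about 0.9% in these data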;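 note: 0% = DMSO-only wells and 100% = 3 µM delta7-dafachronic acid wells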
GAA850 FXN act: FXN promoter activators, primary screen, cell-based, luciferase luminescence, HEK293 lucGAA850 | HEK293 lucGAA850 FXN promoter luciferase reporter, 24 h; percent of 10 µM SAHA response | activation, % at 6 µM | 0.56% of 360,000 active;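 active = activation above the average of all compounds screened plus 3 SD, cutoff fixed separately per campaign, cut at about 7.5% in these data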;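 note: 0% = DMSO wells and 100% = 10 µM SAHA wells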
ADAM10 inh: human ADAM10 inhibitors, primary screen, biochemical, QFRET, HTS | recombinant ADAM10, EDANS/DABCYL FRET peptide cleavage, 3 h | 0.62% of 370,000 active | Disintegrin and metalloproteinase domain-containing protein 10 (Homo sapiens), O14672 | AID 720582, 2013 | inhibition, % at 7 µM;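 active = inhibition above a per-campaign cutoff equal to the mean of compounds falling between control-based bounds plus 3 SD, cut at about 20% in these data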;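 note: 0% = DMSO wells while the 100% control is not disclosed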
PLCb3 inh: human PLC-beta3 inhibitors, primary screen, biochemical, fluorescence; inhibition, % at 12.2 µM; 1-phosphatidylinositol 4,5-bisphosphate phosphodiesterase beta-3 (Homo sapiens), Q01970; Purified PLC-beta3, fluorogenic substrate; AID 720704, 2013; 0.18% of 370,000 active; in the data active = inhibition above about 11%;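 note: 0% = median of compound wells on plate and 100% = full blocker control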
hgDAF-12 ag: H. glycines DAF-12 receptor agonists, primary screen, cell-based, luminescence, HEK293, GAL4 fusion, UAS-luciferase; Nuclear hormone receptor DAF-12 (Heterodera glycines), GAL4 fusion; HEK293 GAL4-hgDAF12 UAS-luciferase reporter, agonist luminescence; normalized to butyrate control; activation, % at 6.8 µM; 1.8% of 370,000 active;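 active = activation above a cutoff set at the mean of all screened compounds plus 3 SD, cut at about 10% in these data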;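 note: 0% = DMSO wells and 100% = sodium butyrate wells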
Starred values were filed as active, the others as inactive; . = no result given. Rows were taken by chance. About 6.9% of those tested had a hit in this group.

SMILES	DAX1 inh-1	hcDAF-12 act	DAX1 inh-2	ADAM17 inh	sPLA2-III inh	PLC-gamma1 inh	ssDAF12 agonist	GAA850 FXN act	ADAM10 inh	PLCb3 inh	hgDAF-12 ag
CCC(=O)N(C)C[C@H]1Oc2ncc(C#Cc3ccncc3)cc2C(=O)N([C@@H](C)CO)C[C@@H]1C	-0.5	-0.4	-0.1	-3	-6	1	-1.4	1.3	-7	-3	-2.7
Cc1ccc(-n2c(-c3cccs3)nc3nc4ccccc4nc32)cc1	-0.1	2.3	.	-35	-2	-21	-0.6	.	-144	-26	0.6
Cc1ccc(-n2nc(C)c3c2OC(N)=C(C#N)C3c2ccc(F)cc2)cc1 (stereo not given)	-0.4	-0.5	1.9	2	-9	3	-1.3	-1.9	6	2	-0.9
COc1ccc(-n2c(C)c(C)c3c(N)ncnc32)cc1	-0.5	-1.6	0.4	-3	4	-5	-1.3	-2.3	-5	-9	1.5
COC(=O)Nc1ccc(S(=O)(=O)NCCCCCC(=O)O)cc1	0.6	-2.0	1.1	1	4	4	-0.7	-0.1	2	5	-3.0
CC1OC2C(OC1C)N(S(C)(=O)=O)CCN2S(C)(=O)=O (stereo not given)	0.5	0.5	0.9	-6	7	1	-1.0	0.9	3	0	1.2
Cc1ccc(S(=O)(=O)N(CC(=O)Nc2ccccc2-c2ccccc2)c2ccc(C)cc2C)cc1	-0.2	-2.2	0.4	5	-6	1	-2.2	2.5	10	2	-1.3
NC(=O)c1oc2ccc(Cl)cc2c1N	-0.7	0.1	-0.3	-29	5	-18	-1.1	2.4	-103	-20	-0.7
CCCc1nc2cc(C)c(Br)c(C)n2c1Cc1ccsc1	-1.6	4.5	.	-6	-1	-19	-0.2	.	-16	-22	0.3
COCOc1ccc(-c2ncc(OC)nc2NC(=O)c2cc(C)oc2C)cc1	1.0	-0.7	.	-55	-5	-58	0.0	-0.8	-235	-74	1.7
COc1ccccc1C(=O)N1N=C(c2ccc(NS(C)(=O)=O)cc2)CC1c1cccs1 (stereo not given)	-0.4	-1.1	-0.5	-7	5	-3	-1.0	3.7	-13	-3	-2.3
Cc1ccc(Sc2ncccc2COC(=O)NC(C)C)cc1	0.9	-1.2	2.8	1	-1	-3	-1.6	2.7	6	-2	8.4
Cc1n[nH]c(C)c1C(=O)CC1(O)C(=O)N(Cc2ccccc2)c2ccc(Br)cc21 (stereo not given)	-1.1	-0.7	-0.3	5	-30	5	-1.3	-2.0	10	8	-1.0
CCOC(=O)c1sc(NC(=O)CN2C(=O)NC3(CCC(C)CC3)C2=O)c(C(=O)OCC)c1C (stereo not given)	2.4	-1.4	0.0	-1	6	-2	-0.7	1.3	-10	-6	-0.6
COc1ccc(C2C(C(=O)c3cccs3)=C(O)C(=O)N2c2cccc(C)n2)cc1OC (stereo not given)	-0.1	-0.8	-0.6	-2	-9	-2	-1.0	1.6	1	-5	0.1
Cc1cc(C)c(NN=c2c(=O)c3ccccc3c2=O)c(C)c1	-0.2	0.0	2.9	-1	4	6	-1.1	3.4	6	5	3.3
Cc1ccc(NC(=O)C(c2ccccc2)N2CCN(C(=O)c3ccco3)CC2)cc1 (stereo not given)	1.0	0.0	-0.3	-4	-6	1	-0.8	0.5	-1	-3	3.4
O=C(NC(C(=O)c1ccccc1)n1ccc(=O)[nH]c1=O)c1ccccc1 (stereo not given)	-1.2	0.4	0.5	-3	2	0	-1.4	1.7	-11	1	0.1
Cc1nn(-c2ccccc2)c2c1C(c1cccnc1)N1C=C(S(=O)(=O)N3CCCCC3)C=CC1=N2 (stereo not given)	-0.6	-0.1	0.6	2	-2	1	-1.3	3.9	2	1	-0.5
CC1(C)CC(=O)C2=C(C1)Oc1ncn(CCCn3ccnc3)c(=N)c1C2c1ccccc1 (stereo not given)	2.2	-1.5	0.5	-1	-12	0	-1.0	3.3	1	-3	2.1
C[C@H](CO)N1C[C@H](C)[C@@H](CN(C)S(=O)(=O)c2ccc(Oc3ccccc3)cc2)OCc2cn(nn2)CCCC1=O	1.2	0.7	0.3	-1	-11	2	-1.0	-2.7	-3	3	1.7
O=C(CSc1ncccn1)NCc1ccccc1	0.7	-0.9	1.5	0	-4	2	0.1	3.8	2	2	0.8
COc1cc(C(=O)Nc2cc(C)ccn2)cc(OC)c1OC	0.0	-1.8	0.5	1	2	4	-1.4	-3.1	1	-2	-0.2
COc1ccc(/C=C2/SC(=O)N(CC(=O)NCCC(C)C)C2=O)cc1OC	-1.2	-0.3	-0.4	0	2	0	-1.4	-0.4	9	-3	2.3
COCCCn1c(C)cc(C(=O)COC(=O)CCc2nc3ccccc3c(=O)[nH]2)c1C	0.0	-0.4	.	-4	-8	1	-1.7	.	-6	-6	-0.8

Four compounds out of the list, sorted by molecular weight, low to high.
SMILES	DAX1 inh-1	hcDAF-12 act	DAX1 inh-2	ADAM17 inh	sPLA2-III inh	PLC-gamma1 inh	ssDAF12 agonist	GAA850 FXN act	ADAM10 inh	PLCb3 inh	hgDAF-12 ag
Cc1ccc(-n2c(-c3cccs3)nc3nc4ccccc4nc32)cc1	-0.1	2.3	.	-35	-2	-21	-0.6	.	-144	-26	0.6
O=C(NC(C(=O)c1ccccc1)n1ccc(=O)[nH]c1=O)c1ccccc1 (stereo not given)	-1.2	0.4	0.5	-3	2	0	-1.4	1.7	-11	1	0.1
Cc1ccc(NC(=O)C(c2ccccc2)N2CCN(C(=O)c3ccco3)CC2)cc1 (stereo not given)	1.0	0.0	-0.3	-4	-6	1	-0.8	0.5	-1	-3	3.4
Cc1ccc(S(=O)(=O)N(CC(=O)Nc2ccccc2-c2ccccc2)c2ccc(C)cc2C)cc1	-0.2	-2.2	0.4	5	-6	1	-2.2	2.5	10	2	-1.3

Following part.
SMILES	DAX1 inh-1	hcDAF-12 act	DAX1 inh-2	ADAM17 inh	sPLA2-III inh	PLC-gamma1 inh	ssDAF12 agonist	GAA850 FXN act	ADAM10 inh	PLCb3 inh	hgDAF-12 ag
O=C(c1ccco1)N1CCN(S(=O)(=O)c2ccc(Cl)s2)CC1	0.5	0.7	0.9	-2	-2	0	-1.5	-0.2	6	-1	-1.6
CC(C)(C)C(=O)Nc1ccc(Oc2ccc3c(c2)C(=O)N(c2ccc(O)cc2)C3=O)cc1	-0.3	-1.3	-0.8	-3	-30	2	-1.0	-0.3	-1	1	4.7
CC1CCC(NC(=O)C2c3ccccc3C(=O)N2CCCN2CCOCC2)CC1 (stereo not given)	-0.6	-0.9	4.7*	0	0	-2	1.0*	0.1	4	-1	-1.6
CCOCC(=O)Nc1cc(Cl)ccc1C	0.0	-1.6	0.3	-6	7	3	-1.3	-1.8	-7	-2	0.6
O=C(CN1C(=O)C2CC=CCC2C1=O)Nc1ccc(-c2nnc3n2CCCCC3)cc1 (stereo not given)	0.1	-0.4	2.2	0	2	2	-0.9	-0.1	11	-2	-0.5
N=c1n(CCN2CCCCC2)c2ccccc2n1CC(O)c1ccc(Cl)c(Cl)c1 (stereo not given)	0.8	-1.1	0.6	-5	4	4	-1.5	-7.5	3	3	1.9
Cc1ccc(S(=O)(=O)CCC(=O)OCC(=O)N2CCN(S(=O)(=O)c3ccc(Cl)cc3)CC2)cc1	1.2	-0.8	0.7	-8	-1	2	-1.5	-0.8	-7	-10	-1.4
O=S1(=O)CCOC[C@H](CC2CCCCC2)N1Cc1cccc(Cl)c1	-0.4	-2.3	0.2	6	-9	3	-1.5	1.3	3	-1	1.4
CCCc1nc2oc3c(NCC4CCCO4)ncnc3c2c2c1COC(C)(C)C2 (stereo not given)	0.2	-1.0	1.0	-5	6	0	-1.3	1.0	-22	-4	-1.3
COC(=O)C12CCC(C)(c3nc4ccccc4nc31)C2(C)C (stereo not given)	-0.4	-1.0	.	-2	0	1	-0.9	2.2	-5	4	-2.7
O=C(COc1ccccc1)Nc1ccc(S(=O)(=O)N2CCCC2)cc1	-0.3	-1.9	-0.9	0	0	2	-1.2	1.1	-8	-4	-0.4
Cc1ccc(CNC(=O)C(=O)NCC2OCCN2C(=O)c2cccs2)cc1 (stereo not given)	-0.1	0.8	0.2	-5	9	-2	-0.5	0.5	-4	1	-1.0
C[C@@H]1CN([C@@H](C)CO)C(=O)c2cc(NC(=O)C3CCCCC3)ccc2O[C@@H](C)CCCCO[C@H]1CN(C)S(=O)(=O)c1ccc(Cl)cc1	-0.2	-0.7	1.3	7	-17	-1	-1.4	-2.1	16	1	-2.5
CCOC(=O)CS(=O)(=O)c1ccc2ccccc2c1	-0.4	0.2	-0.1	-2	-7	1	-1.0	3.0	-4	-4	-1.1
O=C(NC(=S)Nc1ccccc1[N+](=O)[O-])c1ccccc1Cl	1.1	-0.1	0.1	4	8	2	-0.9	3.2	3	-2	6.6
O=C(NCc1nnc(SCC(=O)N2CCCC2)o1)c1ccccc1	-0.1	-0.3	0.8	2	5	1	-0.9	3.4	-1	-3	-1.1
CCOC(=O)CN1C(=O)C(Sc2n[nH]c(-c3ccc(C)cc3)n2)CCc2ccccc21 (stereo not given)	-0.8	-3.8	-1.5	3	-29	0	-2.0	-1.7	4	3	-5.5
c1ccc(CCc2nn3c(Cn4cnc5ccccc54)nnc3s2)cc1	-0.8	-2.9	0.4	0	-4	1	-1.2	1.6	0	2	-0.4
c1cnc(Oc2ccc3oc4ccccc4c3c2)nc1	1.1	0.8	1.9	-4	0	2	0.8	3.5	7	-3	2.0
O=C(c1ccc(Cl)c([N+](=O)[O-])c1)N1CCN(Cc2ccc3c(c2)OCO3)CC1	-1.1	-2.9	-2.0	2	-5	4	-1.9	-0.7	-1	4	-0.2

Complete entries as entered above. Order of values: DAX1 inh-1, hcDAF-12 act, DAX1 inh-2, ADAM17 inh, sPLA2-III inh, PLC-gamma1 inh, ssDAF12 agonist, GAA850 FXN act, ADAM10 inh, PLCb3 inh, hgDAF-12 ag
Record of O=S1(=O)CCOC[C@H](CC2CCCCC2)N1Cc1cccc(Cl)c1 = -0.4, -2.3, 0.2, 6, -9, 3, -1.5, 1.3, 3, -1, 1.4
Record of O=C(CN1C(=O)C2CC=CCC2C1=O)Nc1ccc(-c2nnc3n2CCCCC3)cc1 (stereo not given) = 0.1, -0.4, 2.2, 0, 2, 2, -0.9, -0.1, 11, -2, -0.5
Record of CCOCC(=O)Nc1cc(Cl)ccc1C = 0.0, -1.6, 0.3, -6, 7, 3, -1.3, -1.8, -7, -2, 0.6
